Assay outcomes from PubChem.
ASM inhibitor: Inhibitors of Secretory Acid Sphingomyelinase (S-ASM): qHTS. placental ASM, HMU-PC fluorogenic substrate, 60 min. Potency, µM (titrated, usually from 57.5 µM), without a hit: at the highest dose activity change, negative = inhibition, actives largely listed as inhibitors. 0.006% of 340,000 active. AID 504937, 2011; also: potency is read from the fitted curve at half-maximal effect
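Steps: dispense placental human ASM, pin compound, wait 10 min at room temperature, add HMU-PC0 substrate at 9 uM final, incubate 60 min at 37 °C, add stop solution raising pH to 10, read fluorescence.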
TSG101-PTAP inh: qHTS Assay for Iinhibitors of HIV-1 Budding by Blocking the Interaction of PTAP/TSG101; Potency, µM (doses to about 115 µM), without a hit: at the highest dose activity change, negative = inhibition, actives largely listed as inhibitors; AID 493005, 2010; Tumor susceptibility gene 101 protein (Homo sapiens), Q99816; Fluorescence polarization, FITC-PTAP peptide / Tsg101 binding; 340,000 tested, under 10 active; active = well fitted inhibition curve with a large enough effect in the main read-out, with a control signal flat, not every such curve was filed as active; inconclusive = small, poorly fitted or top-dose-only effect, or effect the other way, or a change in a side signal; inactive = no such curve, though single readings can be large or run the other way; also: potency is read from the fitted curve at half-maximal effect; % of control where 0% means no effect
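FP read-out: FITC-PTAP peptide, 50 nM final, binding Tsg101 binding domain, 10 uM final; 20 min, r.t.; 10 mM HEPES pH 7.5, 0.15 M NaCl, 0.01% Tween 20, 3 mM EDTA, 0.1 mM TCEP.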
GALK inhibitor: qHTS Assay for Inhibitors of Human Galactokinase (GALK). Purified GALK, Kinase-Glo residual ATP luminescence. Potency, µM (highest dose often 57.5 µM), without a hit: at the highest dose activity change, negative = inhibition, usual class: inhibitors. 0.007% of 270,000 active. AID 1868, 2009; also: potency is read from the fitted curve at half-maximal effect; % is scaled to controls: 0 for no effect and ±100 for the full control effect
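Kinase-Glo Plus luminescence measured ATP left after a 1 h room-temperature reaction. The reaction used 5 nM GALK, 100 uM galactose and 35 uM ATP at pH 8.0 (20 mM HEPES, 5 mM MgCl2, 60 mM NaCl, 1 mM DTT, 0.01% BSA).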
PKM2 activator: qHTS Assay for Activators of Human Muscle isoform 2 Pyruvate Kinase | Pyruvate kinase PKM (Homo sapiens), P14618 | purified PKM2, Kinase-Glo ATP luminescence, activation; response scale: 0% is enzyme alone, no compound | Potency, µM (top dose mostly 57.5 µM), inactives show at the top dose activation, most hits filed as activators | 0.34% of 260,000 active; also: potency is read from the fitted curve at half-maximal effect; % is scaled to controls: 0 for no effect and ±100 for the full control effect; nearly all actives have a fitted effect of over 55% in size
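Kinase-Glo luminescence reports ATP generated from ADP (0.1 mM) and PEP (0.5 mM) by purified hPK-M2 after 1 h at room temperature, pH 7.2 imidazole buffer; intermediate enzyme activity allows detecting inhibitors and activators.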
Coupling enz: qHTS Assay for Inhibitors of Fructose-1,6-bisphosphate Aldolase from Giardia Lamblia: Coupling assay counterscreen; coupling enzyme system counterscreen, AmpLite Red fluorescence; activity change, negative = inhibition, % at 58.2 µM, hits read low; 0.67% of 290,000 active; in the data active = activity change below about -30%; also: % is scaled to controls: 0 for no effect and ±100 for the full control effect
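Compounds tested against the coupling enzymes alone at 57.5 uM final; readout was AmpLite Red fluorescence (525/598 nm) after 20 min at RT.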
Tb PFK inh: qHTS Assay to Find Inhibitors of T. brucei phosphofructokinase | T. brucei PFK, ADP-Glo luminescence | Potency, µM (doses to about 57.5 µM), for inactives: at the highest dose activity, negative = inhibition, most hits filed as inhibitors | 0.17% of 330,000 active;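 also: potency is read from the fitted curve at half-maximal effect; 0% = uninhibited 1x PFK enzyme wells and -100% = no-enzyme wells; nearly all actives have a fitted effect of over 60% in size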
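Luminescent ADP detection (ADP-Glo, two-step: ATP depletion then ADP-to-ATP conversion for luciferase) reported PFK activity after 45 min room-temperature reaction of 1.25 nM enzyme with 0.5 mM F6P and 0.1 mM ATP at pH 8.0.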
a7 integrin act: qHTS for Activators of Integrin-Mediated Alleviation for Muscular Dystrophy | AID 624291, 2012 | 0.064% of 350,000 active | alpha7betagal myoblasts, beta-gal FDG fluorescence, 48 h | Potency, µM (titrated, usually from 38.3 µM), inactives show at the highest dose activation, most hits filed as activators;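 also: potency is read from the fitted curve at half-maximal effect; 100% = response of the positive control SU9516; nearly all actives have a fitted effect of over 60% in size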
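Alpha7betagal+/- myoblasts (passage 13) were plated 16-24 hr, then exposed to compounds (1:260 dilution of DMSO stock) for 48 hours at 37C. After MPER lysis, β-galactosidase reporter activity was read as FDG fluorescence (ex 480/em 540) after 30 minutes.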
Chronic BCR inh: qHTS Assay to Find Inhibitors of Chronic Active B-Cell Receptor Signaling | Potency, µM (top dose mostly 46.1 µM), inactives show top-dose ratio change, negative = lower green/red ratio, usual class: inhibitors | ABC-DLBCL IkBa-CBG/CBR reporter, luminescence ratio, 4 h | AID 493014, 2011 | 0.05% of 340,000 active; active = well fitted inhibition curve with a large enough effect in the signal ratio, with a control signal flat, not every such curve was filed as active; inconclusive = small, poorly fitted or top-dose-only effect, or effect the other way, or a change in a side signal; the % refers to the signal ratio;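 also: potency is read from the fitted curve at half-maximal effect; plate controls were basal doxycycline-induced cells for no effect and cells given 10 µM MG132 for full effect; MG132 reads +100%, hits lower the ratio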
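TMD8 human ABC-DLBCL cells with doxycycline-inducible IκBα–green luciferase fusion and unfused red luciferase, in 0.5% FBS medium; compounds up to 46 uM, 4 h at 37C. Green/red luminescence ratio, filter-overlap corrected, fitted to concentration-response curves.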
Giardia kill: Small Molecules that selectively kill Giardia lamblia: qHTS; Giardia lamblia trophozoite viability; activity change, % at 7.66 µM, hits read low; 0.15% of 340,000 active; AID 540267, 2011; in the data active = activity change below about -80%; inconclusive = between about -30% and that limit;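 also: parasites exposed to compound for two days anaerobically before the ATP read; % is scaled to controls: 0 for no effect and ±100 for the full control effect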
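Viability, read as ATP luminescence: trophozoites at 100 cells/well, compound added, 48 hrs anaerobic at 37 deg C, then 15-30 min room-temperature development before reading.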
Menin-MLL TR inh: qHTS Assay for Inhibitors Targeting the Menin-MLL Interaction in MLL Related Leukemias: Competition With Texas Red Labeled MLL-derived Mutant Peptide. Menin + Texas Red MLL mutant peptide, fluorescence polarization. AID 1768, 2009. O00255. Potency, µM (doses to about 61.6 µM), for the others: at the top dose FP activity change, negative = inhibition, most hits filed as inhibitors. 0.23% of 270,000 active; active = well fitted inhibition curve with a large enough effect in the polarisation, with a control signal flat, not every such curve was filed as active; inconclusive = small, poorly fitted or top-dose-only effect, or effect the other way, or a change in a side signal; inactive = no such curve, though single readings can be large or run the other way; the % refers to the polarisation; also: potency is read from the fitted curve at half-maximal effect; % of control where 0% means no effect; many of its hits are not listed in these tables
Target sequence (O00255 whole entry, looked up): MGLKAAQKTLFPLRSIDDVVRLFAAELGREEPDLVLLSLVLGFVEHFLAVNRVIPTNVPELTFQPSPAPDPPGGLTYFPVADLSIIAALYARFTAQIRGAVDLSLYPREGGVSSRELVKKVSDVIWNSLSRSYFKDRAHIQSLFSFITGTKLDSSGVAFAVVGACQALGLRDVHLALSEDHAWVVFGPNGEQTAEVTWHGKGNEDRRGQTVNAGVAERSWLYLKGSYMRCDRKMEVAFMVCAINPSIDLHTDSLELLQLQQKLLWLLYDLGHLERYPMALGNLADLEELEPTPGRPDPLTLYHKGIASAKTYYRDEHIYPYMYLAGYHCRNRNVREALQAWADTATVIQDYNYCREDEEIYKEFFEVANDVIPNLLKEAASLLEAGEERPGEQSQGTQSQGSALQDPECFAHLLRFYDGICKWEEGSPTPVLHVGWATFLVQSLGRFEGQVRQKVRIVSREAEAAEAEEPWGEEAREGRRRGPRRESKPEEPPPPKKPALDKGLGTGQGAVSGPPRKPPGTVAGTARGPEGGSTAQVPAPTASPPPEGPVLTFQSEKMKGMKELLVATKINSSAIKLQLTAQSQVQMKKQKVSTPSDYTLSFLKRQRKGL
B2AR arrestin: qHTS assay of beta-arrestin-biased ligands of beta2-adrenergic receptor | Beta-2 adrenergic receptor (Homo sapiens), P07550 | beta-arrestin recruitment to beta2AR, cell-based reporter | Potency, µM (titrated, usually from 46.1 µM), without a hit: top-dose activation, usual class: activators | 0.02% of 330,000 active;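 also: potency is read from the fitted curve at half-maximal effect; 0% = DMSO controls and full agonism = EC100 isoproterenol or metaproterenol; nearly all actives have a fitted effect of over 65% in size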
Target sequence (P07550 whole entry, looked up): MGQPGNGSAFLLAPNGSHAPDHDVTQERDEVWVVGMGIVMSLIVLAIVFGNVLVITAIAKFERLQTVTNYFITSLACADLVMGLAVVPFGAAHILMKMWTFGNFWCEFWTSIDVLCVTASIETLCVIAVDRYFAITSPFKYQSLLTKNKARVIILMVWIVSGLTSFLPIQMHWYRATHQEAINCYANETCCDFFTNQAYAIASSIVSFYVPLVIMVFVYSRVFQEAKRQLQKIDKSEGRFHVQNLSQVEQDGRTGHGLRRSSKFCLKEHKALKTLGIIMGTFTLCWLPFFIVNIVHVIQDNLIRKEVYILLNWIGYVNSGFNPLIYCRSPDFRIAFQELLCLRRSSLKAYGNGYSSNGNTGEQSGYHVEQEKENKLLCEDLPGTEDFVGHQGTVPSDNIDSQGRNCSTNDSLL
* = called active by the depositor; ? = inconclusive; . = not tested or not shown; & = joins results of further samples; [ ] = another dose, or the depositor's remark. Unless noted, calls follow the shape of the dose curve; as a rule, active = well fitted curve in the direction sought with a large enough effect; inconclusive = small, poorly fitted or top-dose-only effect, or another doubt; inactive = no such curve, though single readings can be large; an effect the other way counts as inactive or inconclusive. A portion of the library; the hit share may differ from the screen's.

SMILES	ASM inhibitor	TSG101-PTAP inh	GALK inhibitor	PKM2 activator	Coupling enz	Tb PFK inh	a7 integrin act	Chronic BCR inh	Giardia kill	Menin-MLL TR inh	B2AR arrestin
Cc1ccc(/C=N\NC(=O)c2cncc(Br)c2)o1	2.1%	3.2%	.	3.7%	-3.7	7.6%	20.2%	-0.3%	5.8	-10.7%	-0.9%
CCCS(=O)(=O)N1CCN(C2Cc3ccccc3C2)CC1	-1.5%	-3.7%	4.0%	-5.5%	-3.5	-17.6%	3.8%	?	-21.6	.	-0.1%
CC(=O)N1CCC2(CC1)NC(=O)N(c1ccccc1)N2	5.5%	-0.8%	0.3%	4.0%	0.9	-9.0%	-20.5%	?	-29.7	-1.5%	0.3%
CCOc1cc(C(=O)CCC(=O)OCC(=O)NC(=O)NCC(C)C)ccc1O	1.4%	-5.3%	0.7%	-4.0%	1.3	-1.3%	-2.2%	-21.1%	1.0	.	0.3%
Cc1ccc(S(=O)(=O)N2CCCCC2)cc1NC(=O)c1ccc2c(=O)n3c(nc2c1)CCCCC3	.	.	-0.4%	6.7%	1.8	0.1%	.	2.0%	.	0.1%	-0.4%
O=[N+]([O-])c1cc(/C=N/Nc2nc(N3CCOCC3)nc(N3CCOCC3)n2)ccc1Cl	-7.6%	-0.1%	1.2%	5.1%	0.8	6.0%	7.6%	-8.0%	?	-0.3%	-0.9%
Cc1ccc(-n2c(N)cc(=O)nc2SCC(=O)NC2CCCCC2)cc1C	-3.4%	-1.2%	3.3%	-6.5%	2.5	-1.8%	14.9%	0.4%	-3.2	-16.7%	-0.7%
C/C(=N\NC(=O)c1ccco1)c1ccc(C(=O)O)s1	1.6%	-0.5%	-3.0%	.	.	0.6%	2.5%	?	-15.9	.	0.2%
COc1cccc(C(=O)Nc2nnc(C3CCCO3)s2)c1 (stereo unspecified)	1.1%	-5.0%	0.1%	0.3%	0.6	-3.0%	9.5%	?	7.4	-11.8%	0.0%
COc1cc(C2C(C#N)=C(C)NC3=C2C(=O)CC(C)(C)C3)ccc1O (stereo unspecified)	6.3%	-3.3%	-0.5%	13.8%	0.8	-0.9%	-4.5%	-11.3%	-16.2	-10.2%	-0.3%
O=C(Nc1ccnn1C1CCN(Cc2ccc(CO)o2)CC1)c1ccccc1	-0.4%	-5.3%	4.8%	-3.2%	.	-1.4%	-10.0%	0.4%	-19.1	.	-0.8%
COc1ccc(NC(=O)CCC(=O)N/N=C/c2ccc([N+](=O)[O-])s2)cc1	-1.5%	-2.6%	0.1%	0.1%	-0.1	6.8%	-57.6%[inhibitor]	4.4%	5.6	?	-0.7%
CCOC(=O)c1sc(NC(=O)CSC(=S)N2CCOCC2)nc1C	-4.0%	-1.8%	5.2%	-6.6%	-2.9	-1.2%	-25.6%	?	-27.5	.	-0.2%
Cc1cn(-c2cc(C(=O)Nc3ccc(C)c(NC(=O)N4CCNC4=O)c3)cc(C(F)(F)F)c2)cn1	1.6%	-7.1%	3.3%	-5.1%	0.8	-4.0%	29.8%&12.0%	-0.5%	8.1	.	-0.2%
Cc1cc(-c2ccccc2)c2c3c(cn2n1)c(=O)n(C)c(=O)n3C	-10.6%	-5.1%	0.6%	-0.8%	-26.9	0.1%	15.3%	?	16.6	-5.6%	-0.6%
O=C(NCCCN1CCCC1)c1ccc(CS(=O)(=O)c2c(Cl)cccc2Cl)o1	4.8%	-5.0%	1.7%	.	.	2.1%	-9.9%	-0.8%	-6.9	.	0.2%
N#CC(C#N)=C1NC(N)=C(C#N)C(c2ccccc2)=C1C#N	.	.	-13.6%	.	10.6	?	.	11.2%	.	?	0.4%
O=C(NNC1=Nc2cccc3cccc1c23)c1ccccc1Br	8.0%	-4.9%	1.9%	-8.5%	-0.8	12.8%	-23.1%	-7.5%	-15.5	-6.0%	-0.7%
CCOc1ccc(C(=O)NCC(c2cccs2)N(C)C)cc1 (stereo unspecified)	3.8%	2.4%	.	-2.2%	1.1	-1.4%	4.4%	4.8%	-19.3	-5.5%	0.0%
Cc1cc(OC(=O)c2ccc(OC(C)C)cc2)c([N+](=O)[O-])c(=O)[nH]1	1.6%	-1.9%	-3.2%	.	.	1.1%	23.7%	0.5%	-2.4	.	-0.1%
CC(=O)c1c(C)[nH]c(=S)c(C#N)c1-c1ccc(F)cc1	2.4%	1.6%	-0.6%	4.5%	10.1	3.9%	-33.7%	7.9%	15.9	.	-0.3%
CCCC(=O)N(c1ccc(F)cc1)C1C=CS(=O)(=O)C1 (stereo unspecified)	1.3%	-10.6%	6.2%	-13.4%	10.6	-5.1%	12.7%	18.1%	1.7	29.7%	?
CCOc1ccc(Oc2ccc(S(=O)(=O)N3CCOCC3)cc2N)cc1	3.5%	-5.1%	7.0%	0.5%	-1.1	-5.9%	-7.7%	-12.4%	?	-2.8%	0.5%
Cc1ccccc1-c1nn(-c2ccc(F)cc2F)cc1CNCCCO	-0.4%	-0.1%	-0.9%	-1.1%	0.5	-0.5%	-17.1%	4.9%	-12.9	-17.6%	-0.6%
CC(=O)Nc1ccc(NC(=O)C(Cc2ccccc2)NC(=O)C2CCCCC2)cc1 (stereo unspecified)	3.5%	-1.3%	-1.0%	0.9%	-0.6	-2.9%	6.4%	-2.0%	6.7	-5.2%	-0.7%
Cc1cc(NC(=O)CN2C(=O)/C(=C/c3ccccc3F)SC2=S)no1	-2.3%	0.3%	6.2%	.	1.8	6.0%	?	10.7%	-17.2	25.6%	-1.1%
Cc1noc(NS(=O)(=O)c2ccc(NC(=O)c3cnc4n(c3=O)CCS4)cc2)c1C	3.8%	1.8%	-2.7%	6.6%	-0.1	21.0%	2.6%	-7.5%	16.0	-1.9%	-0.1%
COCCn1c(SCC(=O)Nc2ccc(NC(C)=O)cc2)nc2c([nH]c3ccccc32)c1=O	-0.7%	-0.3%	3.3%	-0.6%	.	0.1%	?	-1.3%	-5.0	.	0.2%
O=C(Nc1ccc(-c2nc3ccccc3[nH]2)cc1)C1CCCO1 (stereo unspecified)	0.0%	-2.8%	4.2%	-40.1%	-3.2	-13.7%	-9.2%	?	?	?	-0.3%
O=C(O)c1ccccc1C(=O)NNc1ccc(F)cc1F	3.8%	-3.6%	-0.8%	-1.6%	3.1	1.9%	-0.2%	?	-21.1	-0.4%	0.5%
CCCCn1c(N)c(N(CCOC)C(=O)c2ccc(-c3ccc(C(C)=O)cc3)o2)c(=O)[nH]c1=O	75.2%[activator]	-3.8%	.	.	.	2.2%	-11.5%	-19.2%	-4.8	.	0.3%
C=CC[C@H](CC(=O)NCCO)C(=O)N[C@H](COC(=O)[C@H](CC=C)CC(=O)OC(C)(C)C)Cc1c[nH]c2ccccc12	3.3%	-10.0%	.	.	.	-2.2%	1.7%	-1.2%	-25.3	.	-1.1%
Cc1ccc2nc(-c3ccccn3)cc(C(=O)Nc3ccc4c(c3)OCO4)c2c1	-0.2%	-0.8%	0.6%	-12.7%	0.3	-18.5%	-9.8%	-0.1%	0.1	40.2%[activator]	-0.4%
N#Cc1ccc(C(=O)OCC(=O)Nc2ccc(S(N)(=O)=O)cc2)cc1	-3.2%	-2.6%	-1.9%	-0.3%	1.0	-10.2%	11.3%	2.7%	-2.3	.	4.8%
C#CCSc1nnnn1-c1ccc(Br)c(C)c1	1.1%	-8.0%	1.7%	0.7%	-0.7	13.0%	-16.8%	6.8%	21.5	-22.1%	-0.3%
Cc1ccc(S(=O)(=O)Nc2ccc(-c3csc(-c4ccccc4)n3)cc2)cc1	-14.1%	-5.7%	.	0.6%	-1.6	-1.4%	-56.7%[inhibitor]	11.3%	-4.1	?	3.8%
